# IMP-1 inhibitor – IMP-1 metallo-beta-lactamase inhibitors, primary screen, biochemical, epi-absorbance readout, Pseudomonas aeruginosa enzyme; inhibition, % at 5.6 µM; purified IMP-1, nitrocefin hydrolysis, epi-absorbance fluorescence; 290,000 compounds, 0.45% hits; AID 1556, 2009;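 active means inhibition above the mean plus 3 SD of all compounds in the same screening run, cut at about 4.5% in these data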;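 further: 0% = IMP-1 with DMSO and 100% = DMSO wells lacking enzyme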
#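 System: Purified IMP-1 | Read-out basis: Percent enzyme inhibition | Controls: IMP-1 with DMSO as 0%, enzyme-free DMSO as 100% | Replicates: One well per compound | Doses: 5.6 µM nominal single concentration | Detection: Epi-absorbance fluorescence, 480 nm excitation, 530 nm emission | Incubation: 25 °C, 15 min preincubation, 25 min reaction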
# DNA FID counter – compounds displacing fluorescent DNA intercalator, primary screen, artefact control for HCV NS3 helicase inhibitor project, biochemical, FID fluorescence. DNA fluorescent intercalator displacement. inhibition, % at 7.9 µM. 290,000 compounds, 0.17% hits. AID 1845, 2009; in the data active means inhibition above about 37%;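 further: 0% = vehicle and 100% = reference compound; higher means more ethidium bromide displaced from hairpin DNA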
# MEKK3 PB1 HTS – modulators of MEKK3-MEK5 PB1 binding, primary screen, biochemical, wildtype MEKK3, multiplex bead flow cytometry, Alexa488-MEK5; bead-based flow cytometry, Alexa488-MEK5 binding to MEKK3; actives lie on both sides; 0 = blocked by unlabeled MEK5, 100 = vehicle; binding response (% of control), % at 10 µM; Mitogen-activated protein kinase kinase kinase 3 (Homo sapiens), Q99759; 290,000 compounds, 1.4% hits; AID 1529, 2009;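 active means binding response more than 3 SD above or below the average of its plate-row segment, actives on both sides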;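 further: Alexa488 bead fluorescence after subtracting the streptavidin-only scavenger bead signal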
# Target sequence (Q99759 whole entry, looked up): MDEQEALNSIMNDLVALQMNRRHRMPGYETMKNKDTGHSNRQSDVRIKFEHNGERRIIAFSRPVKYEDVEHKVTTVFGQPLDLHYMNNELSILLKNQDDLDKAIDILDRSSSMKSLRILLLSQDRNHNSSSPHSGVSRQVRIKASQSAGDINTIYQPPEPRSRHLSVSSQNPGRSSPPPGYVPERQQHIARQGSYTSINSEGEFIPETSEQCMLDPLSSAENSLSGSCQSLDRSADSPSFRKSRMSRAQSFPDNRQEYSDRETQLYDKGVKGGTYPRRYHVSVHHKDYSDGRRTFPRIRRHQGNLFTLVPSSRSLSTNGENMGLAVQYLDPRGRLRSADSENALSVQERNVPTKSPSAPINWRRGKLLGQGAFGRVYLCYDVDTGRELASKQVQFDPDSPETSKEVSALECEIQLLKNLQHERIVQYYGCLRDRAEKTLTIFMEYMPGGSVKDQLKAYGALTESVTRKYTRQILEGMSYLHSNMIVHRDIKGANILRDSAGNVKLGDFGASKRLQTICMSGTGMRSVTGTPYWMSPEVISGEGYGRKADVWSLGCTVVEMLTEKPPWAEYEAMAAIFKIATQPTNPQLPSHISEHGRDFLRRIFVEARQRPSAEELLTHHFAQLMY
# UBC9 SUMO inh – inhibitors of in vitro SUMOylation cascade, primary screen, biochemical, HTRF, uHTS. SUMO-conjugating enzyme UBC9 (Homo sapiens), P63279. AID 2006, 2009. 290,000 compounds, 0.36% hits. inhibition, % at 35 µM. HTRF SUMOylation assay, SAE1/SAE2 + UBC9; in the data active means inhibition above about 50%, passing the limit was not always enough; further: strong numbers were not always called active
# Target sequence (P63279 whole entry, looked up): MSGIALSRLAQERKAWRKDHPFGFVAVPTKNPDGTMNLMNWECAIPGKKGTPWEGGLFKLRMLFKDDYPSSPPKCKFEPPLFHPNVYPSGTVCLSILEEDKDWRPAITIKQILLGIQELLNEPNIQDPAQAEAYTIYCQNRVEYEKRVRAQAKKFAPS
# VIM-2 inh – VIM-2 metallo-beta-lactamase inhibitors, primary screen, biochemical, epi-absorbance readout, Pseudomonas aeruginosa enzyme. purified VIM-2, nitrocefin hydrolysis, epi-absorbance fluorescence. inhibition, % at 5.6 µM. 290,000 compounds, 0.89% hits. AID 1527, 2009;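 active means inhibition above the mean of all tested compounds plus 3 SD, cutoff set per screening run, cut at about 7.5% in these data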;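 further: red hydrolysis product quenches plate fluorescence so inhibitors raise well fluorescence; 0% = enzyme with DMSO and 100% = DMSO without enzyme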
# PHOSPHO1 inh – PubChem AID 1565. inhibition, % at 13.3 µM. recombinant PHOSPHO1, absorbance phosphatase assay. Phosphoethanolamine/phosphocholine phosphatase (Homo sapiens), Q8TCT1. 290,000 compounds, 1.1% hits; in the data active means inhibition above about 60%
# IDE act – human IDE activators in live cells, primary screen, fluorescence polarization, HEK cells, FAbeta-B substrate; Insulin-degrading enzyme (Homo sapiens), P14735; activation, % at 5.96 µM; FAbeta-B cleavage; 0% vehicle, 100% cell-free pure enzyme wells; 340,000 compounds, 0.073% hits;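 active means activation above the mean of all tested compounds plus 3 SD, set per screening campaign, cut at about 17% in these data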
# pCIP destab – p/CIP-EGFP fusion destabilizers, primary screen, fluorescence, F442A cells; 16 h; decrease of EGFP signal, % at 10 µM; 290,000 compounds, 0.01% hits; AID 1984, 2009;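 active means EGFP signal decrease of at least 30% at 10 µM or well 3 SD below plate mean, unless failing retest; inactive means the rest, including hits failing retest or dose response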; further: some compounds called inactive have numbers as strong as hits; many of its hits are not listed in these tables
# NS3 helicase inh – inhibitors of HCV NS3 helicase, primary screen, biochemical, Cy5 molecular beacon fluorescence. Hepatitis C virus NS3 helicase. NS3 helicase DNA unwinding. inhibition, % at 10.9 µM. 290,000 compounds, 0.56% hits. AID 1800, 2009;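 active means inhibition above the mean of all tested compounds plus 3 SD, set per campaign, cut at about 35% in these data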;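 further: 0% = DMSO wells and 100% = thioflavine S control wells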
#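 Compound dosing – single dose, 10.9 µM nominal final, DMSO 0.8% final · System – NS3 helicase fragment of HCV · Buffer or medium – MOPS pH 6.5, MgCl2, DTT, Tween20, BSA · Signal – Cy5 beacon fluorescence read at start and 1 h · Also added – annealed dual-labelled DNA beacon duplex, ATP-started · Schedule – 1 h at 25 °C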
# Numbers without * were called inactive; . = not tested or not shown. Not all compounds are listed; rates above refer to the full screens.
SMILES,IMP-1 inhibitor,DNA FID counter,MEKK3 PB1 HTS,UBC9 SUMO inh,VIM-2 inh,PHOSPHO1 inh,IDE act,pCIP destab,NS3 helicase inh
COc1ccccc1CNC(=O)C1CCCN(S(=O)(=O)c2cccc3cccnc23)C1 (stereo unspecified),-2.0,-29,100,3,-0.4,-26,0,-7,-10
COc1cccc(C(=O)NCC2(c3ccccc3)CCCC2)c1OC,-1.1,-23,105,0,-2.0,14,5,-5,-5
O=C1CC(NCc2ccncc2)C(=O)N1c1ccccc1 (stereo unspecified),-3.4,-5,109,1,0.1,-12,1,-5,2
COc1cccc(-c2nnn(CCc3nn[nH]n3)n2)c1,0.3,1,95,15,-0.9,8,0,3,6
COc1ccc(CSCC(=O)Nc2ccccc2SC)cc1,-2.0,-21,94,-4,-1.1,1,-4,2,-1
O=C(Cn1c(=O)n(-c2ccccc2)c(=O)n1CC(=O)N1CCCCC1)N1CCCCC1,-2.6,-4,105,-23,-2.9,-12,6,4,-6
CN1C(c2ccc(F)cc2)=CS/C1=C(/C#N)c1nnc(N2CCOCC2)n1-c1ccccc1,-2.7,-4,100,17,-0.6,-10,-4,-3,-6
N/C(Cc1cccc2ccccc12)=N\OC(=O)c1ccc2c(c1)OCO2,-0.3,-6,101,-2,-2.1,-11,4,-3,-7
COc1ccc(/C=N/NC(=O)CCn2nnc3ccccc32)cc1,-2.9,-14,107,6,-3.2,33,7,-4,3
COc1ccc(/C=C/C(=O)c2cc(F)ccc2OC(=O)c2ccccc2OC)cc1OC,-2.2,-29,98,-7,-1.6,18,1,-21,-15
Oc1ccccc1C(=S)N1CCN(c2cccc(Cl)c2)CC1,-1.7,-14,96,-9,-1.6,-27,-1,-9,1
O=C(Cn1c(=O)[nH]c2ccccc2c1=O)N1CCN(Cc2ccc3c(c2)OCO3)CC1,-1.6,-21,101,10,-0.2,18,2,-12,7
COc1ccccc1CNC(=O)C(=O)Nc1ccc(C(=O)N2CCC(C)CC2)cc1,-2.4,-42,104,5,0.0,31,-5,-7,-2
Cc1cc(=O)oc2cc(OCC(=O)N3CCN(C(=O)C4COc5ccccc5O4)CC3)ccc12 (stereo unspecified),-0.4,-37,98,-6,0.3,31,-7,-4,-1
COc1ccccc1NC(=O)CSc1nc(C)c2c(c1C#N)CCCC2,2.7,-1,103,18,0.9,26,3,-20,5
COC(=O)c1[nH]c2ccccc2c1NS(=O)(=O)c1ccc(F)c(C)c1,-2.1,1,100,16,-3.5,3,1,-5,-8
O=C(O)/C=C/c1ccc2c(c1)OCCO2,-1.3,-2,101,14,0.1,-8,9,1,3
Cc1ccc(C(=O)N2CCN(c3ncnc4c(C)csc34)CC2)cc1,-1.3,-28,88,36,1.4,42,-4,-13,1
CNS(=O)(=O)c1cccc(C(=O)OCC(=O)Nc2ccccc2OC(F)F)c1,-3.9,-6,104,19,-3.5,-10,2,-14,1
CCOc1ccc(C2Nc3ccccc3NC3=C2C(=O)CC(C)(C)C3)cc1OC (stereo unspecified),-1.6,-10,108,6,-1.8,.,5,-4,1
O=C(CN(C(=O)c1csnn1)c1ccccc1C(F)(F)F)NCc1ccccc1,-0.1,-22,102,5,-1.3,24,3,-12,-4
O=C1CN(C(=O)NCC(=O)N[C@@H](C(=O)O)c2ccccc2)c2ccccc2N1,-0.5,0,96,8,1.3,34,9,-2,13
CCc1c(C)nc2c(OC)cccc2c1Cl,-1.1,-7,89,14,-2.8,41,-1,-16,-6
CC(NC(=O)c1ccc(Br)cc1)C(=O)NC1=NCCS1 (stereo unspecified),-2.5,-2,115,0,-0.5,43,6,-6,5
Cc1cccc(NC(=O)CCN2C(=O)C3C4C=CC(C4)C3C2=O)n1 (stereo unspecified),-1.2,-3,101,-8,-1.1,25,0,2,4
CCCOC(=O)c1ccc(OCC(O)Cn2c(C)nc3ccccc32)cc1 (stereo unspecified),-5.2,5,.,1,-0.9,2,4,-31,-4
COc1ccc(CN2CCNC(=O)C2CC(=O)N(C)Cc2nccs2)cc1OC (stereo unspecified),0.2,-13,97,19,1.7,48,4,6,-6
CCOC(=O)Cn1c(C)c(Br)c(=O)c2cccc(C)c21,-2.6,-11,99,3,-1.2,18,3,-5,-3
CC1CN(c2nc3ccccc3nc2C(C#N)C(=O)NCc2ccc3c(c2)OCO3)CC(C)O1 (stereo unspecified),-1.6,-6,96,11,-3.0,10,0,-4,5
O=C(NC12CC3CC(CC(C3)C1)C2)N1CCN(c2ccccn2)CC1,-2.4,-18,102,-2,-1.9,-2,0,6,1
COC(=O)Nc1ccc(C)c(NC(=O)OC)c1,-4.5,-1,101,18,-1.4,18,4,-7,8
COc1ccccc1NC(=O)CSc1nnc(CC(=O)Nc2ccccc2C)n1C,-1.2,-18,100,15,2.6,2,7,0,-7
CCCCC(=O)N(c1ccc(OC)cc1)C1C=CS(=O)(=O)C1 (stereo unspecified),-2.3,-4,98,7,-3.5,38,-1,-8,-8
COc1cc(S(=O)(=O)N2CCOCC2)ccc1NC(=O)c1cc2c(s1)CCC2,-4.0,-14,103,14,-0.9,-4,7,-6,-3
Cc1cc(Cl)cc(Br)c1OCCCCn1cncn1,-4.3,-10,104,-12,-3.7,14,-5,-2,7
NNC(=O)[C@H](Cc1ccccc1)NC(=O)Nc1ccc2c(c1)OCCO2,-4.4,-8,94,-22,-4.7,-6,-6,10,-5
CCOC(=O)CSc1nnc(CNC(=O)c2cccs2)n1CCc1ccccc1,-3.5,-29,96,-26,-3.3,18,7,0,-2
CC1CCCC(NC(=O)CSc2nccn2C)C1C (stereo unspecified),1.5,-2,98,26,-1.0,92*,2,0,2
Cc1[nH]c(=O)[nH]c(=O)c1S(=O)(=O)N1CCOCC1,0.1,3,100,-4,-1.6,9,2,2,-6
CCOc1ccc(C(=O)NC(=S)Nc2ccc(N3CCCCC3)cc2)cc1[N+](=O)[O-],-5.4,-4,104,-7,-6.3,8,-3,5,13
N#CC(=C1CCCC1)c1nc(-c2ccccc2O)cs1,-3.1,-4,96,13,-2.4,31,-3,-2,5
C/C(=N\NC(=O)c1cccc(Br)c1)c1ccc(Br)cc1,-3.2,-1,105,-1,-4.1,-5,0,-8,-6
COc1ccc(CCNc2ccc(C(=O)O)cc2[N+](=O)[O-])cc1OC,-1.2,-23,104,-2,-1.9,1,-2,-4,5
CC(=O)Nc1ccc(NC(=O)c2ccc(Cl)nc2)cc1,-0.7,-11,101,2,1.0,43,-2,0,2
O=C(NCCc1ccncc1)Nc1cccc(Cl)c1,-4.3,0,96,27,-2.0,4,-2,-2,0
Cc1cc(Cl)c2c(c1)[C@]1(C(=O)N2)[C@@H]2C(=O)N(Cc3ccccc3)C(=O)[C@@H]2[C@@H]2CCCN21,-2.2,-6,104,7,-2.7,-1,1,-2,8
O=S(=O)(NCc1ccccc1)NCc1ccccc1F,-1.0,9,108,-8,-0.4,40,4,13,-5
CN(C)C(CNC(=O)c1ccc2ccccc2n1)c1ccccc1 (stereo unspecified),-0.8,-4,99,9,-0.3,19,8,-10,-2
O=C(Nc1nc(SCc2ccc(F)cc2)ns1)c1ccco1,-4.6,5,111,18,-5.9,-1,-2,10,-4
COCCn1nnnc1C(c1ccc(C)cc1)N1CCN(Cc2ccc3c(c2)OCO3)CC1 (stereo unspecified),-0.9,6,100,1,-0.5,0,4,-8,-13
CCOC(=O)C(=O)Nc1nccs1,-3.3,0,98,14,-3.9,16,-2,-2,-5
O=C(COC(=O)C1CC(O)CN1S(=O)(=O)c1ccc(Cl)cc1)c1ccccc1Cl (stereo unspecified),-5.1,-14,104,-8,-1.6,-5,1,-5,-4
O=S(=O)(c1cccc(NC(=S)N2CCN(c3cccc(Cl)c3)CC2)c1)C(F)F,-3.0,-2,134*,-9,-1.1,-9,-5,6,-14

# Of the compounds above, these have fluorine.
SMILES,IMP-1 inhibitor,DNA FID counter,MEKK3 PB1 HTS,UBC9 SUMO inh,VIM-2 inh,PHOSPHO1 inh,IDE act,pCIP destab,NS3 helicase inh
CN1C(c2ccc(F)cc2)=CS/C1=C(/C#N)c1nnc(N2CCOCC2)n1-c1ccccc1,-2.7,-4,100,17,-0.6,-10,-4,-3,-6
COc1ccc(/C=C/C(=O)c2cc(F)ccc2OC(=O)c2ccccc2OC)cc1OC,-2.2,-29,98,-7,-1.6,18,1,-21,-15
COC(=O)c1[nH]c2ccccc2c1NS(=O)(=O)c1ccc(F)c(C)c1,-2.1,1,100,16,-3.5,3,1,-5,-8
CNS(=O)(=O)c1cccc(C(=O)OCC(=O)Nc2ccccc2OC(F)F)c1,-3.9,-6,104,19,-3.5,-10,2,-14,1
O=C(CN(C(=O)c1csnn1)c1ccccc1C(F)(F)F)NCc1ccccc1,-0.1,-22,102,5,-1.3,24,3,-12,-4
O=S(=O)(NCc1ccccc1)NCc1ccccc1F,-1.0,9,108,-8,-0.4,40,4,13,-5
O=C(Nc1nc(SCc2ccc(F)cc2)ns1)c1ccco1,-4.6,5,111,18,-5.9,-1,-2,10,-4
O=S(=O)(c1cccc(NC(=S)N2CCN(c3cccc(Cl)c3)CC2)c1)C(F)F,-3.0,-2,134*,-9,-1.1,-9,-5,6,-14

# High-throughput results (PubChem BioAssay)
